Compound activity (PubChem)
RORg inh: ROR gamma (mouse) transcription inhibition | actives 5.4% (n = 310,000) | Potency, µM (highest dose often 53.6 µM), inactives show at the top dose activity change, negative = inhibition, hits mostly inhibitors | P51450 | Drosophila S2 Gal4-RORgamma UAS-luciferase reporter, 20 h; also: % is scaled to controls: 0 for no effect and ±100 for the full control effect; nearly all actives have a fitted effect of over 60% in size
Target sequence (P51450 whole entry, looked up, the tested form may be a part): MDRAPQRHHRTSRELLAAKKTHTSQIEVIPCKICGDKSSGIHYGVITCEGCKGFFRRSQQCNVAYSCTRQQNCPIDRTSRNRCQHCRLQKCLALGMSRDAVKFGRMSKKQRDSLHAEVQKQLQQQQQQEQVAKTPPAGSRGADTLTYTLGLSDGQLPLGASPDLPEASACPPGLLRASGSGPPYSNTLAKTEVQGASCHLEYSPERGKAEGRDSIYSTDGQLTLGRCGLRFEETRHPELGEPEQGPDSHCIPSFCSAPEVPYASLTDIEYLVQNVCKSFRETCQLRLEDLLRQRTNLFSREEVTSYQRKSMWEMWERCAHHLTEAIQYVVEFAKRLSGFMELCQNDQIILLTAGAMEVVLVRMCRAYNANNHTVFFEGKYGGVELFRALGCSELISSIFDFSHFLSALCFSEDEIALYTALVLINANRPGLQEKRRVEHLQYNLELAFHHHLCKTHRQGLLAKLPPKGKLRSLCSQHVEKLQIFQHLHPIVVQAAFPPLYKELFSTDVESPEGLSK
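Compounds are pin-transferred onto Drosophila Schneider cells expressing a copper-inducible Gal4–ROR gamma transactivation domain fusion. After 1 hr, copper sulfate is added to 700 uM final; luciferase is read 20 hr later.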
BRCA1 expr up: activators of BRCA1 expression; MCF7-BRCA1-FFLuc reporter, luminescence, 48 h; response scale: scaled: vehicle 0%, 10 µM genistein 100%; Potency, µM (top dose mostly 46.1 µM), without a hit: at the top dose activation, hits mostly activators; AID 624202; actives 1.1% (n = 380,000); also: nearly all actives have a fitted effect of over 80% in size; some results filed as inactive show a strong effect at the top dose
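First, MCF7-BRCA1-FFLuc cells (2000/well) attach for 2 h; next, compounds are pin-added and incubated 48 h at 37 °C; finally, luciferase reagent is added and luminescence read after 15 min.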
FLuc counter: firefly luciferase modulation, counter-screen for miR-21 project; P08659; purified FLuc, Km substrates, luminescence inhibition; Potency, µM (titrated, usually from 57.5 µM), without a hit: top-dose activity change, negative = inhibition, most hits filed as inhibitors; actives 6.9% (n = 360,000);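 also: plate controls were vehicle for no effect and reference inhibitor for full effect; nearly all actives have a fitted effect of over 55% in size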
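Purified P. pyralis luciferase, 10 nM final, with Km-level 10 uM D-luciferin and 10 uM ATP in 50 mM Tris acetate pH 7.5, 10 mM Mg acetate, 0.01% Tween-20, 0.05% BSA; 6-point qHTS titration about 60 µM downward; luminescence read.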
ELG1 genotoxic: induces genotoxicity in HEK293T cells with luciferase-tagged ELG1; actives 1.3% (n = 330,000); HEK293T ELG1-luciferase reporter, luminescence, 16 h; Potency, µM (top dose mostly 46 µM), for inactives: at the top dose activity change, positive = activation, actives largely listed as activators; also: % of control where 0% means no effect; nearly all actives have a fitted effect of over 60% in size
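Reporter readout depends on ELG1 protein level, which increases with genetic stress. After 16 hr compound exposure at 37 °C, luciferase activity was quantified using ONE-Glo.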
MBNL1 CUG block: blocks human MBNL1 binding to CUG repeat RNA; Q9NR56; TR-FRET MBNL1-His/biotin-(CUG)12 binding, 665/545 ratio; Potency, µM (top dose mostly 57.5 µM), for inactives: top-dose activity change, negative = inhibition, actives largely listed as inhibitors; actives 0.036% (n = 280,000); active = well fitted inhibition curve with a large enough effect in the signal ratio, with a control signal flat, not every such curve was filed as active; inconclusive = small, poorly fitted or top-dose-only effect, or effect the other way, or a change in a side signal; inactive = no such curve, though single readings can be large or run the other way; the % refers to the signal ratio; also: % is scaled to controls: 0 for no effect and ±100 for the full control effect
Target sequence (Q9NR56 whole entry, looked up): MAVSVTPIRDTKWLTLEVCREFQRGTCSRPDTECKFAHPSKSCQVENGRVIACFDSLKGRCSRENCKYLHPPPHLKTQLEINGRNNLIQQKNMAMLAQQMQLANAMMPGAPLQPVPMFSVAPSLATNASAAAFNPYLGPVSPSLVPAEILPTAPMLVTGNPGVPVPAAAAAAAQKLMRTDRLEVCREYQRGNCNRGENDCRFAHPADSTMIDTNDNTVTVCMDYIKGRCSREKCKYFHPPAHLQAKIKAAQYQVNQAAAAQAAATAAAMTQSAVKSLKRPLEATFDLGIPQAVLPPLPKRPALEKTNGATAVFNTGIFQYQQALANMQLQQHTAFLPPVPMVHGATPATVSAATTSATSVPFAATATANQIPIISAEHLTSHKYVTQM
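Inhibition of protein-RNA binding appears as loss of TR-FRET between terbium anti-His antibody on MBNL1-His and streptavidin-XL665 on biotin-(CUG)12. Activity is normalized to buffer-only and uninhibited-complex controls.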
uPA surface inh: inhibitors of cell surface uPA generation; actives 0.31% (n = 330,000); Potency, µM (top dose mostly 38.3 µM), for inactives: at the top dose activity change, negative = inhibition, actives largely listed as inhibitors; cell surface uPA generation assay, qHTS; active = well fitted inhibition curve with a large enough effect; inconclusive = small, poorly fitted or top-dose-only effect; inactive = no such curve, though single readings can be large or run the other way; tested in mouse RAW 264.7 cells; also: % is scaled to controls: 0 for no effect and ±100 for the full control effect; nearly all actives have a fitted effect of over 55% in size
NPC1 prom act: NPC1 promoter activation | actives 2.4% (n = 320,000) | Potency, µM (highest dose often 9.22 µM), for the others: top-dose activation, hits mostly activators | AID 485313 | Huh7 NPC1 promoter luciferase reporter, 24 h;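 also: % of control where 0% means no effect; nearly all actives have a fitted effect of over 60% in size; reporter is driven by a mutant NPC1 promoter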
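Luminescence read-out of NPC1 promoter-driven luciferase in stably transfected Huh7 cells; compounds delivered in DMSO and left 24 h at 37C, 5% CO2, qHTS titration format.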
Gal4-VP16 FLuc: Gal4-VP16 reporter inhibition counter-screen; Drosophila S2 Gal4-VP16 UAS-luciferase, luminescence, 20 h; Potency, µM (series often up to 53.6 µM), for inactives: at the highest dose activity, negative = inhibition, actives largely listed as inhibitors; actives 3.5% (n = 310,000);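 also: Gal4-VP16 expression switched on by copper sulfate through the metallothionein promoter; % is scaled to controls: 0 for no effect and ±100 for the full control effect; nearly all actives have a fitted effect of over 50% in size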
p53 reactivation: mutant p53 re-activation in reporter cells; actives 0.063% (n = 320,000); H1299 p53-A138V BP100-luciferase reporter, luminescence, 24 h; Potency, µM (doses to about 92.2 µM), without a hit: at the top dose activity change, positive = activation, usual class: activators; also: % of control where 0% means no effect; nearly all actives have a fitted effect of over 45% in size
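p53-null H1299 cells stably carrying temperature-sensitive p53-A138V and a BP100-luciferase reporter were pinned with compounds (4-point, 1:5 series) and held 24 hrs at 37 deg C. Luminescence was read 10 min after detection reagent.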
Rab9 prom act: Rab9 promoter activation; Huh7 Rab9 promoter-luciferase reporter, luminescence, 24 h; Potency, µM (top dose mostly 9.22 µM), for the others: at the top dose activation, negative = inhibition, most hits filed as activators; actives 2.8% (n = 320,000); also: % of control where 0% means no effect; nearly all actives have a fitted effect of over 60% in size
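Cell-based reporter: Huh7 stable for Rab9 promoter-driven luciferase, plated in reduced-serum medium with 10% FBS at 1500 cells/well, compound-treated 24 h at 37 °C, luminescence read after 10 min reagent.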
* hit, by the source's call; [ ] = dose if it differs, or a comment. Unless noted, calls follow the shape of the dose curve; as a rule, active = well fitted curve in the direction sought with a large enough effect; inconclusive = small, poorly fitted or top-dose-only effect, or another doubt; inactive = no such curve, though single readings can be large; an effect the other way counts as inactive or inconclusive. Potency is read from the fitted curve at half-maximal effect.

How did Cc1cc2c3c([nH]c2cc1S(=O)(=O)N1CCC2(CC1)OCCO2)CCCC3=O do in these assays?
RORg inh: 44%; BRCA1 expr up: -21%; FLuc counter: 1%; ELG1 genotoxic: -9%; MBNL1 CUG block: -5%; uPA surface inh: -3%; NPC1 prom act: -13%; Gal4-VP16 FLuc: inconclusive; p53 reactivation: -3%; Rab9 prom act: -15%

What do the screens show for `CCOC(=O)C1CCCN(S(=O)(=O)c2ccc(Cl)nc2)C1` (stereo not given)?
BRCA1 expr up: -3%; FLuc counter: 4%; ELG1 genotoxic: 1%; uPA surface inh: -2%; NPC1 prom act: 3%; p53 reactivation: -6%; Rab9 prom act: 7%

What do the screens show for `CC1CC(CN)CC(CO)C1` (stereo not given)?
RORg inh: -13%; BRCA1 expr up: -7%; FLuc counter: 1%; ELG1 genotoxic: 0%; MBNL1 CUG block: 2%; uPA surface inh: 2%; NPC1 prom act: 0%; Gal4-VP16 FLuc: -1%; p53 reactivation: 4%; Rab9 prom act: -4%

How did COc1ccc2nc(NC(=O)Cc3ccc(OC)c(S(=O)(=O)N4CCOCC4)c3)sc2c1 do in these assays?
RORg inh: inconclusive; BRCA1 expr up: 47%; FLuc counter: 24µM*; ELG1 genotoxic: -1%; MBNL1 CUG block: -5%; uPA surface inh: 4%; NPC1 prom act: 11%; Gal4-VP16 FLuc: 3%; p53 reactivation: -2%; Rab9 prom act: 7%

What do the screens show for `Cc1ccc(S(=O)(=O)N(CC(=O)c2ccc(Cl)cc2)C(=O)N2CCN(C)CC2)cc1`?
BRCA1 expr up: -7%; FLuc counter: 7%; ELG1 genotoxic: 4%; uPA surface inh: 0%; NPC1 prom act: -5%; p53 reactivation: 0%; Rab9 prom act: 2%

What do the screens show for `O=C(CN1C(=O)CSC1=O)c1ccccc1`?
RORg inh: 0%; BRCA1 expr up: 11%; FLuc counter: -2%; ELG1 genotoxic: 2%; MBNL1 CUG block: -10%; uPA surface inh: 4%; NPC1 prom act: 1%; Gal4-VP16 FLuc: -10%; p53 reactivation: 5%; Rab9 prom act: -17%

How did O=C(CCCn1c(=O)[nH]c2ccsc2c1=O)NC1CCCCC1 do in these assays?
RORg inh: 1%; BRCA1 expr up: -11%; FLuc counter: 0%; ELG1 genotoxic: 2%; MBNL1 CUG block: -1%; uPA surface inh: -3%; NPC1 prom act: 1%; Gal4-VP16 FLuc: 3%; p53 reactivation: 3%; Rab9 prom act: -2%

Results for CC(=O)NC1C(=O)N(CCc2ccccc2)c2ccc(Br)cc21 (stereo not given) ?
RORg inh: 13%; BRCA1 expr up: -38%; FLuc counter: -1%; ELG1 genotoxic: -2%; MBNL1 CUG block: 1%; uPA surface inh: -1%; NPC1 prom act: 0%; Gal4-VP16 FLuc: -16%; p53 reactivation: 4%; Rab9 prom act: -23%

What do the screens show for `CCC1Oc2ccc(C)cc2N(CC(=O)N(Cc2ccncc2)Cc2ccco2)C1=O` (stereo not given)?
RORg inh: 35%; BRCA1 expr up: -14%; FLuc counter: 2%; ELG1 genotoxic: -4%; MBNL1 CUG block: 1%; uPA surface inh: 1%; NPC1 prom act: -5%; Gal4-VP16 FLuc: -4%; p53 reactivation: -1%; Rab9 prom act: 1%

Results for COc1ccc2ccccc2c1/C=N/Nc1cccc(C(=O)O)c1 ?
RORg inh: -4%; BRCA1 expr up: 3.5µM*; FLuc counter: 8.5µM*; ELG1 genotoxic: inconclusive; MBNL1 CUG block: inconclusive; uPA surface inh: 7%; NPC1 prom act: 1.1µM*; Gal4-VP16 FLuc: 11%; p53 reactivation: inconclusive; Rab9 prom act: 0.89µM*

Results for Cn1c(NCc2ccccc2)nc2c1c(=O)n(Cc1ccc(Br)cc1)c(=O)n2C ?
RORg inh: 29%[10 µM]; BRCA1 expr up: -49%; FLuc counter: 7%; ELG1 genotoxic: -14%; MBNL1 CUG block: 2%; uPA surface inh: 6%; NPC1 prom act: -2%; Gal4-VP16 FLuc: -26%; p53 reactivation: -1%; Rab9 prom act: 1%

How did N#CCCN/N=C(\Cc1nc2ccccc2[nH]1)c1ccccc1 do in these assays?
RORg inh: 26%; BRCA1 expr up: 37%; FLuc counter: inconclusive; ELG1 genotoxic: 14%; MBNL1 CUG block: -9%; NPC1 prom act: 2%; Gal4-VP16 FLuc: 7%; p53 reactivation: 10%; Rab9 prom act: 8%

Results for CC(Nc1nc2ccccc2n2cnnc12)c1ccccc1 (stereo not given) ?
RORg inh: 14%; BRCA1 expr up: 44%; FLuc counter: inconclusive; ELG1 genotoxic: 17%; MBNL1 CUG block: 8%; uPA surface inh: -7%; NPC1 prom act: 15%; Gal4-VP16 FLuc: 17%; p53 reactivation: 4%; Rab9 prom act: 2%

How did CCOC(=O)C1(Cc2cccc(OC)c2)CCCN(C(=O)CCc2cccnc2)C1 (stereo not given) do in these assays?
RORg inh: 6%; BRCA1 expr up: inconclusive; FLuc counter: 17µM*; ELG1 genotoxic: inconclusive; MBNL1 CUG block: 7%; uPA surface inh: -20%; NPC1 prom act: 16%; Gal4-VP16 FLuc: -5%; p53 reactivation: 7%; Rab9 prom act: inconclusive

What do the screens show for `O=c1[nH]c2ccccc2nc1-c1ccc(Cl)cc1`?
RORg inh: inconclusive; BRCA1 expr up: 53%; FLuc counter: inconclusive; ELG1 genotoxic: inconclusive; MBNL1 CUG block: inconclusive; uPA surface inh: -2%; NPC1 prom act: inconclusive; Gal4-VP16 FLuc: 9%; p53 reactivation: 22%; Rab9 prom act: 2.8µM*

How did O=C(CN1C(=O)c2ccccc2S1(=O)=O)Nc1cc(S(=O)(=O)N2CCCCC2)ccc1Cl do in these assays?
BRCA1 expr up: -3%; FLuc counter: -2%; ELG1 genotoxic: 0%; uPA surface inh: 3%; NPC1 prom act: -3%; p53 reactivation: -4%; Rab9 prom act: 2%

What do the screens show for `COCCOC1CCN(C(=O)C2CCC(=O)N(CCc3ccc(OC)cc3)C2)CC1` (stereo not given)?
RORg inh: 1%; BRCA1 expr up: -10%; FLuc counter: -3%; ELG1 genotoxic: -1%[9.26 µM]; MBNL1 CUG block: -2%; uPA surface inh: 1%; NPC1 prom act: -4%; Gal4-VP16 FLuc: 4%; p53 reactivation: 14%; Rab9 prom act: -4%

Results for CCC1(CC)Cc2ccccc2-c2nc(NCCCO)[nH]c(=O)c21 ?
RORg inh: 16%; BRCA1 expr up: -13%; FLuc counter: 1%; ELG1 genotoxic: -1%; MBNL1 CUG block: 5%; uPA surface inh: 1%; NPC1 prom act: -5%; Gal4-VP16 FLuc: -3%; p53 reactivation: -1%; Rab9 prom act: -2%

What do the screens show for `COc1ccc(CN(CC(=O)NCc2ccc3c(c2)OCO3)C(=O)c2csnn2)cc1`?
RORg inh: 1%; BRCA1 expr up: -16%; FLuc counter: -3%; ELG1 genotoxic: -8%; MBNL1 CUG block: -4%; uPA surface inh: -3%; NPC1 prom act: -3%; Gal4-VP16 FLuc: 7%; p53 reactivation: -1%; Rab9 prom act: 0%

How did Nc1cc(-c2ccccc2)nn1S(=O)(=O)c1ccc(F)cc1 do in these assays?
RORg inh: 25%; BRCA1 expr up: -10%; FLuc counter: 0%; ELG1 genotoxic: -8%; MBNL1 CUG block: -8%; uPA surface inh: -18%; NPC1 prom act: -3%; Gal4-VP16 FLuc: inconclusive; p53 reactivation: 0%; Rab9 prom act: -1%

Four compounds picked at random from the list so far, as already listed:
What do the screens show for `COc1ccc(CN(CC(=O)NCc2ccc3c(c2)OCO3)C(=O)c2csnn2)cc1`?
RORg inh: 1%; BRCA1 expr up: -16%; FLuc counter: -3%; ELG1 genotoxic: -8%; MBNL1 CUG block: -4%; uPA surface inh: -3%; NPC1 prom act: -3%; Gal4-VP16 FLuc: 7%; p53 reactivation: -1%; Rab9 prom act: 0%

Results for CCC1(CC)Cc2ccccc2-c2nc(NCCCO)[nH]c(=O)c21 ?
RORg inh: 16%; BRCA1 expr up: -13%; FLuc counter: 1%; ELG1 genotoxic: -1%; MBNL1 CUG block: 5%; uPA surface inh: 1%; NPC1 prom act: -5%; Gal4-VP16 FLuc: -3%; p53 reactivation: -1%; Rab9 prom act: -2%

How did Nc1cc(-c2ccccc2)nn1S(=O)(=O)c1ccc(F)cc1 do in these assays?
RORg inh: 25%; BRCA1 expr up: -10%; FLuc counter: 0%; ELG1 genotoxic: -8%; MBNL1 CUG block: -8%; uPA surface inh: -18%; NPC1 prom act: -3%; Gal4-VP16 FLuc: inconclusive; p53 reactivation: 0%; Rab9 prom act: -1%

What do the screens show for `COCCOC1CCN(C(=O)C2CCC(=O)N(CCc3ccc(OC)cc3)C2)CC1` (stereo not given)?
RORg inh: 1%; BRCA1 expr up: -10%; FLuc counter: -3%; ELG1 genotoxic: -1%[9.26 µM]; MBNL1 CUG block: -2%; uPA surface inh: 1%; NPC1 prom act: -4%; Gal4-VP16 FLuc: 4%; p53 reactivation: 14%; Rab9 prom act: -4%

Random draw from the library, and some 13% of all compounds hit somewhere here.
